USP2a inh – qHTS Assay for Inhibitors of Ubiquitin-specific Protease USP2a Using CHOP2 as the Reporter | Ubiquitin carboxyl-terminal hydrolase 2 (Homo sapiens), O75604 | USP2 core, Ub-CHOP2 coupled fluorogenic reporter, 485/531 | Potency, µM (series often up to 38.3 µM), for the others: at the top dose activity change, negative = inhibition, hits mostly inhibitors | actives 0.01% (n = 330,000);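 note: potency is the fitted concentration of half-maximal effect; plate controls were DMSO wells for no effect and full inhibition by NEM control for full effect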
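USP2 core (10nM final) preincubated 30min RT with compound in 20mM Tris-HCl pH 8.0, 2mM CaCl2, 2mM beta-mercaptoethanol, 0.05% CHAPS; 25nM Ub-CHOP2 plus 25nM reporter substrate added, fluorescence (Ex485/Em531) read after 60min.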
TRPV1 agonist – HTS Assay for Compounds that Act as Agonists of the Vanilloid Receptor 1. Transient receptor potential cation channel subfamily V member 1 (Homo sapiens), Q8NER1. TRPV1-expressing cells, Fluo-8 calcium influx, agonist mode. activation, % at 8.33 µM. actives 0.19% (n = 320,000). AID 540275, 2011; in the data active = activation above about 80%; inconclusive = between about 30% and that limit; note: 0% is about no effect
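Cells expressing TRPV1 were dye-loaded with Fluo-8 and read kinetically: 10 s baseline, 3 min after compound (agonist portion), then 2 min after EC20 capsaicin (allosteric enhancer portion). Calcium-bound dye fluorescence at 480/520 nm.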
KCNH2 3.1 inh – qHTS for Inhibitors of KCHN2 3.1: Mutant qHTS; AID 720553, 2013; activity change, % (tested at about 1.8 µM); Potassium voltage-gated channel subfamily H member 2, brain isoform KCNH2 3.1 (human); actives 0.95% (n = 340,000); U2OS KCNH2 3.1, thallium flux FluxOr; hits give low values;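 active = maximum activity change below -70%; inconclusive = maximum activity change from -70% to -50%; inactive = maximum activity change above -50%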;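 note: thallium influx rate constant from kinetic fluorescence after stimulation buffer; % is set by controls: 0 for no effect and ±100 for the full control effect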
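Thallium flux via FluxOr fluorescence (Red40 quencher, 45 min loading) in U2OS cells virally expressing the KCNH2 3.1 isoform (1.77 x 10^8 /mL virus, overnight at 37 C). Rate constants from 2-min kinetic reads post-stimulation, normalised to positive and negative controls.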
KCNH2 WT inh – qHTS for Inhibitors of KCHN2 3.1: Wildtype qHTS. actives 0.37% (n = 340,000). U2OS, BacMam KCNH2, thallium flux FluxOr; hits give low values. activity change, % at 1.84 µM. AID 720551, 2013;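 active = maximum activity change below -70%; inconclusive = maximum activity change between -70% and -50%; inactive = maximum activity change above -50%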; note: % is set by controls: 0 for no effect and ±100 for the full control effect
Target sequence (Q12809 whole entry, looked up): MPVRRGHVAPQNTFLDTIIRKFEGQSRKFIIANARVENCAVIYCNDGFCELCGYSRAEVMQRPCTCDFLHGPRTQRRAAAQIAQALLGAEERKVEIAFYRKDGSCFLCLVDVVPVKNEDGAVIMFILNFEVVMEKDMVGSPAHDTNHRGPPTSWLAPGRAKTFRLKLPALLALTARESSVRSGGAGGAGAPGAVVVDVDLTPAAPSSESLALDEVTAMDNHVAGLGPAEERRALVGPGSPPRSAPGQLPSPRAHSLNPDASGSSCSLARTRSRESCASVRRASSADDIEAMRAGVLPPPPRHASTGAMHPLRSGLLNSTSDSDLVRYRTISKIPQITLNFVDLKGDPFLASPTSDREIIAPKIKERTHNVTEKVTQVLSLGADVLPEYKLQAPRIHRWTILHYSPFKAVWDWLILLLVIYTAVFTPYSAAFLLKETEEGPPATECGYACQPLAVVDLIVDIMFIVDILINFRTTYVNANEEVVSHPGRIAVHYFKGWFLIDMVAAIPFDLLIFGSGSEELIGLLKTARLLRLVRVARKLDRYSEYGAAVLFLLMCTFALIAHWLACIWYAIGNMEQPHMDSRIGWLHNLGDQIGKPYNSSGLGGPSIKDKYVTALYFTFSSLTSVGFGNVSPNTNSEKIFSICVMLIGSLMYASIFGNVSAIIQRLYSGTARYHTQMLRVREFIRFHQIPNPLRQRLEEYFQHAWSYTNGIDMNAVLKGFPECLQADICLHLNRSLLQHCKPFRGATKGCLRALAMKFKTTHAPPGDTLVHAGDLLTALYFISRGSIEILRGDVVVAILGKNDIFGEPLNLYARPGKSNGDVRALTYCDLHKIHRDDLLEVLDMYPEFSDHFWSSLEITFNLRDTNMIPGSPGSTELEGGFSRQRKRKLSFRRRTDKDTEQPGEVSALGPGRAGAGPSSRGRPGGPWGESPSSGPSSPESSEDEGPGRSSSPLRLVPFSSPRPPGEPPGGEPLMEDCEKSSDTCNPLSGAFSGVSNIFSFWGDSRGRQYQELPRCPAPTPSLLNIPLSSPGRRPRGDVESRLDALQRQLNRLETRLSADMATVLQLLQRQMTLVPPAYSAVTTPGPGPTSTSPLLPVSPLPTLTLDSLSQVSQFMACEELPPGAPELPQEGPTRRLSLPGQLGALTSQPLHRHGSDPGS
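U2OS cells were transduced with wild-type KCNH2 virus (2.03 x 10^8 / mL) for 4 h at room temperature, then cultured overnight at 37 C. Thallium flux was read with FluxOr dye. Rate constants were normalized to DMSO controls.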
Mito fusion yeast – qHTS Assay for Small Molecule Inhibitors of Mitochondrial Division or Activators of Mitochondrial Fusion; S. cerevisiae fusion-defective mutant growth rescue, CellTiterGlo 48 h; Potency, µM (highest dose often 46.1 µM), inactives show at the highest dose growth rescue (activation), actives largely listed as activators; actives 0.23% (n = 320,000); AID 485298, 2010;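 note: potency is the fitted concentration of half-maximal effect; % of control where 0% means no effect; nearly all actives have a fitted effect of over 45% in size; temperature-sensitive fusion mutants such as fzo1-1 at 37 °C on non-fermentable ethanol glycerol medium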
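Compounds are tested for their ability to restore growth of mitochondrial fusion-defective yeast strains at non-permissive 37C in YPEG medium over 48 hours. Viability is quantified by luciferase luminescence.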
TCR activator – Activators of T cell receptors: qHTS campaign. AID 504894, 2011. primary human leukocytes, anti-CD3, IL-2 HTRF, 48 h. Potency, µM (highest dose often 9.22 µM), without a hit: at the top dose activation of IL-2 secretion, usual class: activators. 330,000 tested, under 10 active; note: % of control where 0% means no effect
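48 hr co-incubation of compounds, a-CD3 beads and primary human leukocytes; IL-2 quantified homogeneously by HTRF with anti-IL-2 K and d2 conjugates.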
ELG1 repair inh – qHTS screen for small molecules that inhibit ELG1-dependent DNA repair in human embryonic kidney (HEK293T) cells expressing luciferase-tagged ELG1; HEK293T ELG1-luciferase reporter, luminescence, 16 h; DNA damage induced by 5-fluorouridine; Potency, µM (series often up to 46.1 µM), for inactives: at the top dose activity change, negative = inhibition, usual class: inhibitors; actives 2.3% (n = 330,000); AID 504467, 2011; note: potency is the fitted concentration of half-maximal effect; % is set by controls: 0 for no effect and ±100 for the full control effect; nearly all actives have a fitted effect of over 55% in size
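Cells (2,000 per well) received 5-fluorouridine plus test compound or DMSO and were incubated 16 hr at 37 °C, 5% CO2. Luciferase activity was read by luminescence 30 min after ONE-Glo addition; signal suppression marked inhibition of damage-induced ELG1 function.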
Eya2 inh – qHTS Assay for Inhibitors of the Phosphatase Activity of Eya2; Protein phosphatase EYA2 (Homo sapiens), O00167; recombinant Eya2, OMFP fluorescence dephosphorylation (OMFP is methylfluorescein phosphate); Potency, µM (series often up to 76.9 µM), for the others: at the highest dose activity, negative = inhibition, hits mostly inhibitors; actives 0.006% (n = 330,000); AID 488837, 2010; note: potency is the fitted concentration of half-maximal effect; % is set by controls: 0 for no effect and ±100 for the full control effect
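Eya2 (0.2 uM) preincubated 10 min at ambient with compound, then OMFP substrate added at 50 uM; 10 min reaction in 50 mM HEPES pH 7.5, 50 mM NaCl, 5 uM MgCl2, 0.05% BSA, 1 mM DTT. Fluorescence read at Ex 485/Em 525 nm.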
TSHR antag – Antagonists of the Thyroid Stimulating Hormone Receptor: HTS campaign. AID 504810, 2011. activity change, negative = inhibition, % at 11.5 µM. TSHR-expressing cells, TSH-stimulated cAMP HTRF, 2 h; hits give low values. Thyrotropin receptor (Homo sapiens), P16473. actives 0.2% (n = 330,000);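 active = activity change below a set negative limit, meaning inhibition stronger than a set level, cut at about -70% in these data; inconclusive = activity change between two set negative limits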; note: % is set by controls: 0 for no effect and ±100 for the full control effect
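Competitive HTRF cAMP read-out (cryptate anti-cAMP antibody, cAMP-d2; 30 min, room temperature) in freshly harvested TSHR cells. Compounds added before TSH at EC80 (4nM final), followed by 2 hours' incubation at 37 deg C.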
A-T KAP1 phos – qHTS Assay for Identifying a Potential Treatment of Ataxia-Telangiectasia; AID 485349, 2010; actives 0.19% (n = 320,000); […] A-T fibroblasts, KAP-1 phosphorylation AlphaLISA; neocarzinostatin DNA damage 30 min before lysis; Potency, µM (series often up to 57.5 µM), inactives show at the top dose activation, hits mostly activators; note: potency is the fitted concentration of half-maximal effect; % of control where 0% means no effect; nearly all actives have a fitted effect of over 45% in size
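ATM-like activity read as KAP-1 phosphorylation via AlphaLISA donor/acceptor antibody pairs after lysis and 6 hr at 25C. Cells were ATM-null patient fibroblasts ([…], hTERT), dosed 60 min, then exposed to the DSB inducer NCS for 30 min.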
Numbers without * were called inactive; ? = inconclusive; / = not tested or not shown; & = joins results of further samples; [ ] = another dose, or the depositor's remark. Unless noted, calls come from the whole dose curve; as a rule, active = well fitted curve in the direction sought with a large enough effect; inconclusive = small, poorly fitted or top-dose-only effect, or another doubt; inactive = no such curve, though single readings can be large; an effect the other way counts as inactive or inconclusive.

#	SMILES	USP2a inh	TRPV1 agonist	KCNH2 3.1 inh	KCNH2 WT inh	Mito fusion yeast	TCR activator	ELG1 repair inh	Eya2 inh	TSHR antag	A-T KAP1 phos
1	COc1ccc(-c2nn(CCC(=O)O)cc2/C=C2\SC(N)=NC2=O)cc1OC	5.7%	-4.0	-3.6	4.0	1.5%	2.1%[46.1 µM]	0.7%	1.3%	-6.4	-4.4%
2	Cc1ccc(N2C(=O)C3C4C=CC(CC4)C3C2=O)cc1Cl (stereo not drawn)	1.0%	?	-9.8	-38.7	0.8%	/	-0.7%	-3.9%	?	9.2%
3	C=CCN1C(=O)/C(=C\c2cccs2)C(C(=O)OC)=C1C	0.2%	5.6	-6.1	0.6	-0.4%	-3.1%	-19.9%	0.5%	-12.1	-4.1%
4	NCCSSCCN	-6.6%	-4.2	1.4	-0.7	-0.2%&14.0%	-12.2%	-1.8%	-0.4%&4.5%	-9.8&-3.4	45.9%
5	Cc1cc(NC(=O)CSc2nnc(-c3cccc(F)c3)n2N)no1	-0.7%	-3.7	-42.2	9.6	2.4%	-9.2%	8.0%	1.7%	-12.2	3.4%
6	CC(C)OC(=O)CSc1nnc(COc2ccc([N+](=O)[O-])cc2)n1C	1.2%	-1.3	11.9	12.3	8.3%	5.6%	9.8%	6.1%	7.8	-0.2%
7	CCOC(=O)C1=C(CC)Nc2ccccc2N=C1NC(=O)Nc1ccc(Cl)c(Cl)c1	-5.5%	4.7	10.6	-0.7	-13.0%	-10.8%	18.4µM*	-0.6%	-46.3	-4.6%
8	CC(=O)c1c(C)nn(CC(O)COc2ccc3c(c2)CCC3)c1C (stereo not drawn)	4.2%	2.1	3.5	13.2	2.5%	0.3%	?	-27.0%	-10.1	8.8%
9	CS(=O)(=O)N1CCN(c2ccc(Cl)cc2[N+](=O)[O-])CC1	1.5%	-1.3	2.5	-8.8	-4.4%	5.0%[46.1 µM]	0.0%	-2.5%	6.3	-4.1%
10	COc1ccc(C(=O)Nc2ccc(S(=O)(=O)Nc3onc(C)c3C)cc2)cc1	0.7%	5.4	-1.4	-1.2	-13.9%	3.8%	3.0%	2.5%	-1.0	-8.0%
11	N=c1c2c(n(Cc3ccc(Br)cc3)c3c1CCC3)CCCC2	1.2%	10.6	-78.1*	3.8	25.9%	-0.5%[46.1 µM]	-5.2%	-4.5%	-3.6	5.0%
12	Cc1c(NS(=O)(=O)c2cc(C(=O)NCc3cccnc3)ccc2Cl)c(=O)n(-c2ccccc2)n1C	1.6%	/	11.7	-6.0	/	-0.1%[46.1 µM]	-3.3%	-17.2%	-12.5	18.1%
13	O=C(CCS(=O)(=O)Cc1ccccc1)N1CCc2ccccc2C1	1.1%	18.3	5.8	-13.7	2.2%	-0.1%	0.0%	-8.6%	3.9	4.1%
14	Cn1c2ccccc2c2n[nH]c(=O)nc21	0.0%	-6.8	6.9	-2.4	-2.7%	0.0%	-11.0%	4.8%	16.1	-3.0%
15	CC(=O)c1c(C)[nH]c(C(=O)COC(=O)c2cccnc2Cl)c1C	-0.8%	11.4	-1.4	-11.0	1.5%	3.7%	?	-6.1%	-10.5	-2.6%
16	COc1ccc(CNC(=O)CCc2c[nH]c3ccccc23)cc1	-1.9%	21.3	13.0	-9.0	-2.7%	-0.1%	-17.2%	-4.7%	16.4	5.2%
17	CCCCS(=O)CC(CS(=O)CCCC)OC(=O)c1ccccc1 (stereo not drawn)	-1.3%	-1.5	8.5	11.0	-2.5%	10.1%	1.3%	9.4%	-4.2	2.8%
18	COc1cc(CNC(=O)C2CC2)ccc1OCc1ccccc1	1.7%	19.6	3.5	-7.2	-3.6%	0.0%	?	-4.3%	-5.4	-2.4%
19	Cc1cc(=O)c2cc(Br)ccc2n1CC(=O)NCc1ccccc1	-1.5%	3.3	-6.3	-6.3	13.7%	-2.9%	-13.6%	6.7%	-3.1	-1.1%
20	O=C(O)c1ccccc1-c1ccccc1C(=O)Nc1ccccc1Br	3.2%	1.1	37.9	7.4	-0.8%	-2.3%	4.6%	-5.3%	9.9	6.0%
21	O=C(NCCOc1ccccc1)c1ccc2c(c1)S(=O)(=O)c1cc(Cl)ccc1C2=O	2.1%	/	-44.1	5.6	/	0.0%	-21.6%	-32.6%	-29.2	-10.4%
22	O=C(NCc1ccccn1)c1ccc(Cl)c(S(=O)(=O)N2CCOCC2)c1	-0.5%	1.2	3.7	-1.8	0.5%	-1.0%	8.1%	-7.4%	13.0	3.0%
23	CCn1cc(C(=O)NC(C)C)c(=O)c2cc(F)c(N3CCN(C(=O)c4ccco4)CC3)cc21	4.2%	2.0	1.2	-2.0	3.7%	-7.2%	-12.4%	-6.4%	-7.7	-8.8%
24	Cc1ccn2c(=O)nc(SCC(=O)NC3CCCC3)nc2c1	2.4%	-1.6	7.1	-2.6	-11.4%	-6.1%	-2.2%	-6.8%	2.8	11.6%
25	C/C(=N\NC(=S)NCCc1ccccc1)c1cccc(Br)c1	-0.6%	5.2	-0.2	-8.7	-8.2%	-0.4%	-12.3%	2.7%	18.0	-6.0%
26	CCOc1ccc(C(=O)OCC(=O)Nc2cc(C)on2)cc1OCC	4.3%	4.4	2.2	-26.1	9.0%	3.8%	-2.5%	3.1%	-19.0	8.2%
27	Cc1ccc(C)n1-c1ccc(C#N)cn1	2.8%	-10.5	3.1	-9.2	-9.1%	-0.2%	22.0%	-8.5%	26.8	5.3%
28	CC(=O)NC(Nc1nc2c(s1)CCCC2)(C(F)(F)F)C(F)(F)F	3.2%	12.3	12.7	0.5	-23.6%	-2.6%[46.1 µM]	-6.0%	7.5%	1.0	1.0%
29	O=C(NCc1cccs1)c1cc(-c2ccccc2)on1	-0.1%	8.8	7.3	-5.5	-2.3%	-2.2%	?	0.9%	-4.3	4.0%
30	COc1ccc(C(CNCC(=O)Nc2ccccc2F)N(C)C)cc1 (stereo not drawn)	1.7%	2.2	-14.5	-4.8	-6.4%	6.4%	7.2%	10.7%	1.5	-8.8%
31	CCOc1ccc(CCNC(=O)Cn2ncn3nc(-c4ccc(OC)cc4)cc3c2=O)cc1	2.0%	7.1	4.5	-2.3	-1.7%	4.3%	?	7.3%	4.8	-5.5%
32	COCCN(Cc1cc2cc(C)ccc2nc1Cl)C(=O)Nc1ccccc1OC	2.4%	7.1	-6.1	-13.8	2.7%	-9.2%	20.6µM*	2.2%	3.9	0.7%
33	CC(=O)c1cc(C#N)c(N2CC(C)OC(C)C2)nc1C (stereo not drawn)	4.5%	-1.6	20.4	3.6	-3.3%	2.7%	-11.2%	-2.3%	11.7	-1.4%
34	COc1ccc(OC)c(NC(=O)CCNS(=O)(=O)c2ccc3c(c2)c(=O)n(C)c(=O)n3C)c1	3.8%	-3.2	65.0	0.1	8.2%	7.0%	0.7%	-13.0%	-5.7	16.9%
35	O=C(c1sccc1Br)N1CCN(Cc2ccc3c(c2)OCO3)CC1	9.7%	2.5	-6.5	3.9	-2.6%	2.4%	?	?	-6.6	-0.4%
36	COCc1cc(Sc2ccc(Cl)cc2)nc(C)n1	-4.5%	-2.1	20.2	-1.8	2.7%	-0.5%	-6.7%	7.1%	-6.4	3.3%
37	C/C(=C\C#N)n1nc(C)cc1N	0.3%	-0.3	5.9	-3.4	0.8%	-6.8%	-5.5%	17.5%	-6.1	2.4%
38	COc1cc(SC#N)ccc1N=Cc1c(C)[nH]n(-c2ccc(C)cc2)c1=O	1.5%	-0.6	3.1	-5.1	-0.2%	4.7%[46.1 µM]	0.3%	-20.4%	-5.1	-6.7%
39	COc1ccc(/C=N/Nc2cc(C)nc3ccc(OC)cc23)c(OC)c1	-0.1%	3.1	-3.7	-24.5	-2.0%	0.4%	?	-11.1%	-24.2	-4.3%
40	COC(=O)C1=C(C)NC(=O)/C1=C\c1cccs1	2.7%	-8.4	-3.8	-8.9	4.9%	2.7%	-2.0%	-11.0%	1.8	/
41	O=C(Nc1ccc(F)c(F)c1)C1CCCCC1	-0.4%	?	-9.4	-16.2	5.0%	5.8%	-6.3%	4.8%	0.5	7.1%

An excerpt; count on the stated rates, not on these rows.
